Salmonella PhoP GFP: inhibitors of PhoP regulon expression, primary screen, Salmonella Typhimurium, GFP reporter (AID 1863). S. Typhimurium PhoP-regulated promoter GFP reporter, 4 h; higher % means a stronger effect. 300,000 tested, 0.16% active. inhibition, % at 50 µM; hits with a dose series show IC50 in µM;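 active means inhibition over 29.93%, a cutoff 3 SD above the screen mean, later confirmed by dose response; inconclusive means inhibition over 29.93% but no dose response follow-up; inactive means inhibition at most 29.93% or unconfirmed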;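 further: 0% = low Mg2+ inducing control and 100% = high Mg2+ repressing control; strong numbers were not always called active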
ER stress rescue: rescue of cells from ER stress-induced death, primary screen, 384-well, CSM14.1, thapsigargin, ATP luminescence (AID 1222). CSM14.1 thapsigargin-induced death rescue, ATP luminescence; higher % means a stronger effect. one-dose cellular ATP content (survival), % at 20 µM; EC50 in µM for titrated hits. 190,000 tested, under 10 active;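 active means EC50 below 50 µM in the dose-response confirmation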;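 further: death triggered by thapsigargin at about 15 µM added after 2 h compound pretreatment; cell ATP read after overnight thapsigargin exposure of roughly 18 to 22 hours; normalized against plate controls of thapsigargin alone and 5% DMSO vehicle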
LYP phosphatase: inhibitors of LYP phosphatase, biochemical, fluorescence intensity, uHTS (AID 1779); recombinant LYP phosphatase, fluorescence intensity; higher % means a stronger effect; inhibition, % at 11.5 µM, or IC50 in µM where a hit was titrated; 290,000 tested, 0.054% active; in the data active means inhibition above about 50%;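 further: plate controls were vehicle with enzyme for no effect and no enzyme for full effect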
West Nile antiviral: West Nile virus antiviral activity, cell-based, CPE readout (AID 1621); 290,000 tested, 0.02% active; West Nile virus-infected cells, CPE inhibition; higher % means a stronger effect; CPE inhibition, % at 10 µM; hits with a dose series show IC50 in µM; in the data active means a potency from the dose series; inconclusive means CPE inhibition mostly from about 3.7% at the one dose, without a potency; inactive means the rest, 99 in 100 with CPE inhibition below about 2.2%; further: strong numbers were not always called active
RSV CPE inhibition: inhibition of RSV-induced cytopathic effect – HEp-2 cells, primary 10 µM value included (AID 2391); CPE inhibition, % at 10 µM; hits with a dose series show IC50 in µM; HEp-2 cells, RSV-induced CPE inhibition; higher % means a stronger effect; 310,000 tested, 0.13% active; in the data active means a potency from the dose series; inconclusive means CPE inhibition mostly from about 23% at the one dose, without a potency; inactive means the rest, 99 in 100 with CPE inhibition below about 21%; further: strong numbers were not always called active
NS5 inhibitors: flavivirus cap methylation enzyme inhibition – biochemical, confirmation dose response, primary screen (AID 588689); Dengue-2 NS5 methyltransferase capping enzyme assay, biochemical; higher % means a stronger effect; inhibition, % at 25 µM, or IC50 in µM where a hit was titrated; 340,000 tested, 0.3% active; in the data active means a potency from the dose series; inconclusive means inhibition above about 29% without an active follow-up result
GPR35 arrestin U2OS: inhibition of zaprinast-stimulated GPR35 beta-arrestin translocation – imaging, U2OS, beta-arrestin-GFP, zaprinast agonist, primary screen (AID 2058); inhibition, % at 10 µM, or IC50 in µM where a hit was titrated; U2OS GPR35 beta-arrestin-GFP translocation imaging, zaprinast antagonism; higher % means a stronger effect; 290,000 tested, 0.052% active;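 active means inhibition of at least 50% with at least 30 cells and total cytoplasm GFP at most 10,000,000; inconclusive means under 30 cells or total GFP of 10,000,000 plus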
Large T inhibition: TAg ATPase/helicase activity blockers – biochemical (AID 1903); SV40 large T antigen ATPase/helicase inhibition assay; higher % means a stronger effect; one-dose inhibition, % at 20 µM; IC50 in µM for titrated hits; 310,000 tested, 0.39% active; in the data active means a potency from the dose series; inconclusive means inhibition mostly from about 32% at the one dose, without a potency; inactive means the rest, 99 in 100 with inhibition below about 32%; further: strong numbers were not always called active
MgcRacGAP inhibition: MgcRacGAP GTPase-activating activity inhibitors, confirmation, biochemical, ADP Hunter fluorescence; inhibition, % at 30 µM; hits with a dose series show IC50 in µM; AID 624330; 340,000 tested, 0.6% active; MgcRacGAP-stimulated Rac1 GTP hydrolysis, ADP Hunter fluorescence; higher % means a stronger effect; GST-tagged Rac1 F28L mutant substrate;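 active means first-screen hits whose inhibition reached a set limit at any dose in the follow-up dose series; inconclusive means inhibition above the set first-screen limit but never retested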;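 further: fluorescence reports GDP produced by GAP-driven GTP hydrolysis; strong numbers were not always called active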
* marks the source's active call; other numbers are inactive results; ? = inconclusive; . = no result given.

entry | SMILES | Salmonella PhoP GFP | ER stress rescue | LYP phosphatase | West Nile antiviral | RSV CPE inhibition | NS5 inhibitors | GPR35 arrestin U2OS | Large T inhibition | MgcRacGAP inhibition
1 | N#Cc1c(NCCCO)nc(-c2ccccc2)c2c1CCCC2 | 9% | 3.5% | -6% | -0.1% | ? | -1% | -7% | 6% | -9%
2 | CCC(=O)Nc1nc2c(OC)ccc(C)c2s1 | -4% | 0.2% | -4% | -0.1% | 0.8% | 1% | 3% | -3% | 8%
3 | COc1cc(CN2CCNC(=O)C2CC(=O)N2CCCCO2)cc(OC)c1 (centres undefined) | 3% | -1.9% | -5% | -0.2% | 4.2% | -6% | 2% | 0% | 7%
4 | O=C(NCc1ccccc1)c1ccc(Br)cc1Br | 12% | -4.0% | -7% | 0.1% | 2.2% | -1% | 10% | 4% | 3%
5 | O=C(NCCN1CCN(c2ccccc2F)CC1)c1ccc2nc3ccccc3c(=O)n2c1 | . | . | -9% | 0.1% | . | -9% | -4% | . | .
6 | CN(C)/C=N/c1nc2nccc(-c3ccccc3)n2n1 | -5% | . | -6% | 0.5% | -0.2% | -5% | 5% | 3% | 3%
7 | COc1ccc(C(=O)NNC(=O)CSc2nc3c(c(=O)n(C)c(=O)n3C)n2C)cc1 | -2% | 1.3% | -4% | 0.1% | 0.5% | -7% | 9% | 2% | -2%
8 | Cc1ccc(/C=N/n2c(-c3cccnc3)n[nH]c2=S)o1 | -10% | . | -9% | 0.1% | 0.4% | . | 6% | 27% | .
9 | Cc1ccc(C)c(CN2CCC(CNC(=O)CCc3nnc4ccc(N5CCC(C)CC5)nn34)CC2)c1 | -8% | . | -2% | -0.1% | 3.7% | -3% | -15% | 12% | -1%
10 | CS(=O)(=O)N1CCCC(C(=O)NCCN2CCC(Cc3ccccc3)CC2)C1 (centres undefined) | 1% | -0.9% | -1% | -0.6% | -0.8% | -3% | -14% | 0% | 6%
11 | COc1cccc(CNC(=O)c2ccc(S(=O)(=O)N3CCCC3)cc2)c1 | -9% | 0.2% | -5% | -0.3% | 0.6% | -3% | 21% | 11% | 5%
12 | COc1cc(C(=S)N2CCCC2)cc(Cl)c1OCC(=O)Nc1ccc(C)cc1C | 2% | -4.3% | 1% | -2.0% | 12% | 2% | 22% | 19% | 15%
13 | NS(=O)(=O)c1ccc(N=Nc2c(=O)[nH]n3c(=O)c4c([nH]c23)CCCC4)cc1 | 2% | 2.6% | -4% | -0.1% | 0.4% | 12% | 6% | 6% | 10%
14 | C[C@@H]1NC(=O)[C@H](CCCN=C(N)N)NC(=O)c2cc([N+](=O)[O-])cc(I)c2OCC[C@@H](C(=O)NC(CC(=O)O)C(N)=O)NC1=O (some centres undefined) | 1% | -3.3% | -7% | . | 0.9% | . | -5% | 6% | .
15 | CC(=O)c1ccc2c3c(ccc(O)c13)CC2 | -3% | -1.3% | -5% | -0.5% | ? | -2% | -2% | 26% | 5%
16 | O=C(CN1N=C(C(F)(F)F)CC1(O)c1ccc([N+](=O)[O-])cc1)c1ccccc1 (centres undefined) | -4% | -2.3% | -3% | -0.4% | 4.5% | -9% | -2% | 3% | -1%
17 | C=C(C)CSc1nc2nc(C)cc(C)n2n1 | 23% | -1.3% | -5% | -0.1% | 1.0% | -1% | 6% | 3% | 1%
18 | CC(=O)c1ccc(NC(=O)CSc2ccsc2[N+](=O)[O-])cc1 | 1% | -1.3% | 5% | -0.5% | . | . | 0% | 13% | -5%
19 | CCOc1ccccc1N(C(=O)c1snc(C(N)=O)c1N)C(CC)C(=O)NC1CCCC1 (centres undefined) | -1% | . | 11% | 1.0% | 1.0% | -2% | 1% | 25% | 3%
20 | CCOc1ccc(/C=C2\NC(=S)NC2=O)cc1 | -2% | . | -7% | 0.1% | 2.2% | 7% | -5% | 6% | -1%
21 | CC(=O)N(Cc1ccc(F)cc1)Cc1nc2ccccc2c(=O)[nH]1 | -10% | 0.0% | -7% | -0.6% | -0.3% | -9% | 1% | 8% | 4%
22 | O=S(=O)(Nc1cccnc1)c1ccccc1 | -3% | -0.5% | -12% | 0.3% | -2.3% | -5% | 6% | 0% | -4%
23 | CC(C)(C)C(=O)Nc1ccc2oc(-c3cc(F)c(F)cc3Cl)nc2c1 | -1% | -2.5% | -6% | -0.4% | 6.3% | 8% | -10% | 9% | 11%
24 | Cc1cc(C)[n+](-c2ccc(F)cc2)c2[nH]c(=O)[nH]c(=O)c12 | 14% | -0.7% | -29% | 0.2% | 0.8% | 0% | -2% | 4% | -8%
25 | N#Cc1c(/N=C/c2ccccc2)oc(-c2ccccc2)c1-c1ccccc1 | -10% | 1.4% | -6% | 0.1% | 4.0% | 1% | -9% | 3% | 4%
26 | COCCCn1c(=S)[nH]c2sc3c(c2c1=O)CCCC3 | 0% | . | -4% | 0.1% | 5.2% | 2% | 1% | 27% | 33µM*
27 | CC(=O)Oc1ccc(/C=C(\NC(=O)c2ccco2)C(=O)NCc2ccco2)cc1 | 9% | . | -2% | -0.1% | 0.2% | 3% | 2% | 0% | 8%
28 | CSc1nc(C)cc(C)c1C(N)=O | 1% | -1.3% | -4% | 0.1% | 3.9% | 2% | -1% | 3% | 12%
29 | COc1ccc(-c2nnn(-c3cc(Cl)cc(Cl)c3)c2N)cc1 | -10% | . | -2% | 0.6% | 1.9% | 8% | 0% | 10% | 3%
30 | COC(=O)c1c(NC(=O)c2ccccc2OC)sc(C(=O)N2CCOCC2)c1C | 8% | . | -5% | 0.2% | ? | 6% | 3% | 9% | 7%

The results go on.
Each structure is followed by: Salmonella PhoP GFP | ER stress rescue | LYP phosphatase | West Nile antiviral | RSV CPE inhibition | NS5 inhibitors | GPR35 arrestin U2OS | Large T inhibition | MgcRacGAP inhibition
31) O=C(COC(=O)C1CCCN1C(=O)C12CC3CC(CC(C3)C1)C2)c1ccc(Br)cc1 (centres undefined)
    -31% | 5.3% | -10% | -0.1% | -0.5% | -17% | 5% | 4% | 8%
32) COc1ccc(N2C(=O)C3CCCN3C2c2cccc(OC)c2)cc1 (centres undefined)
    9% | -0.8% | -6% | -0.1% | -1.7% | 3% | 8% | -3% | 1%
33) Cc1ccc(CNC(=O)CN(C(=O)C2(C)CC(=O)N=C3C=CC=CN32)c2cc(C)ccc2C)cc1 (centres undefined)
    -1% | . | -12% | -0.5% | 2.3% | -3% | 5% | 5% | 0%
34) COc1cc2c(cc1OC)CC(=O)NC=C2
    -17% | . | -3% | 0.1% | 3.0% | -4% | -3% | 10% | 4%
35) O=C(CN(c1ccccn1)S(=O)(=O)c1ccc(F)cc1)Nc1ccccc1
    -6% | -0.7% | 5% | . | 1.6% | -13% | -18% | 23% | 17%
36) Cc1ccc(/C([O-])=C(/C(=S)NCc2ccccc2)[n+]2ccccc2)cc1[N+](=O)[O-]
    0% | 0.6% | -1% | -0.5% | -1.2% | -8% | -4% | 10% | 2%
37) O=C(Oc1c(-c2ccccc2)oc2ccccc2c1=O)c1ccccc1
    -11% | -1.6% | -2% | . | 4.9% | 4% | 2% | -4% | 9%
38) Cc1ccc(C(C(=O)NC2CCCC2)N2CCCC(C)C2)cc1 (centres undefined)
    8% | -0.8% | -2% | -0.7% | 1.3% | 5% | 5% | 10% | 0%
39) CNC(=O)C1=NCCCc2cc(OC)c(OC)cc21
    3% | -2.5% | 3% | -0.7% | -0.2% | -7% | 1% | -1% | 2%
40) COc1cccc(N(C(=O)c2cccs2)c2nc3ccccc3s2)c1
    -2% | -1.5% | -3% | -0.2% | -0.1% | -7% | -10% | 0% | 8%

Structures listed so far that have a cyano group:
Each structure is followed by: Salmonella PhoP GFP | ER stress rescue | LYP phosphatase | West Nile antiviral | RSV CPE inhibition | NS5 inhibitors | GPR35 arrestin U2OS | Large T inhibition | MgcRacGAP inhibition
1) N#Cc1c(NCCCO)nc(-c2ccccc2)c2c1CCCC2
    9% | 3.5% | -6% | -0.1% | ? | -1% | -7% | 6% | -9%
25) N#Cc1c(/N=C/c2ccccc2)oc(-c2ccccc2)c1-c1ccccc1
    -10% | 1.4% | -6% | 0.1% | 4.0% | 1% | -9% | 3% | 4%

Next compounds
Each structure is followed by: Salmonella PhoP GFP | ER stress rescue | LYP phosphatase | West Nile antiviral | RSV CPE inhibition | NS5 inhibitors | GPR35 arrestin U2OS | Large T inhibition | MgcRacGAP inhibition
41) O=C(CCN1C(=O)c2ccccc2S1(=O)=O)Nc1ccc(F)c(F)c1F
    -11% | . | . | . | -0.5% | -5% | . | 3% | 14%
42) CC1=C(C(=O)OC(C)C)C2(O)C(=O)c3ccccc3C2(O)N1 (centres undefined)
    10% | -1.4% | -3% | 1.6% | 0.3% | 2% | 11% | 4% | -5%
43) O=C(CSc1nc(C(F)(F)F)cc(=O)[nH]1)Nc1nccs1
    2% | . | . | . | 0.3% | -3% | . | 1% | 6%
44) CCC(=O)Nc1cccc(C2=NOC3(C2)C[C@@H](C(N)=O)N(C(=O)c2cc([N+](=O)[O-])cc([N+](=O)[O-])c2)C3)c1 (some centres undefined)
    1% | . | -11% | 1.1% | 1.1% | -10% | 6% | 10% | 8%
45) COc1ccc(-c2nnc3ccc(SCC(=O)NCc4ccco4)nn23)cc1
    -13% | -0.5% | -1% | 0.4% | 0.8% | -6% | -4% | 14% | 8%
46) N#Cc1ccc(CNc2cnccn2)cc1
    7% | -1.4% | -13% | 0.2% | 1.6% | -4% | 11% | 0% | 5%
47) CCCCOC(=O)c1ccc(NC(=O)c2cnccn2)cc1
    6% | -1.4% | -4% | 0.8% | 19% | -6% | 12% | 0% | 4%
48) Cc1cc(C)c2cc(CN(CC3CCCO3)C(=S)NCc3ccco3)c(=O)[nH]c2c1 (centres undefined)
    -4% | 2.6% | 6% | -0.7% | 3.1% | . | 12% | 25% | .
49) Cc1cccc(OCC(=O)Nc2nccs2)c1C
    14% | . | -4% | -0.7% | 1.1% | -3% | 0% | -9% | 6%
50) CCOC(=O)Cc1csc(NC(=O)CN2C(=O)c3ccccc3S2(=O)=O)n1
    -4% | 2.1% | -7% | 0.2% | 2.5% | -7% | -3% | 0% | 3%
51) Cc1c(C#N)c(=O)c(-[n+]2ccccc2)c([S-])n1-c1ccc(Cl)cc1
    -8% | . | -11% | 0.3% | -1.1% | -2% | 5% | 18% | -1%

Copied from the list:
In Salmonella PhoP GFP, CC1=C(C(=O)OC(C)C)C2(O)C(=O)c3ccccc3C2(O)N1 (centres undefined) shows 10%
In MgcRacGAP inhibition, C=C(C)CSc1nc2nc(C)cc(C)n2n1 shows 1%

Screening data from PubChem BioAssay.
